Source: PubChem (Southern Research Specialized Biocontainment Screening Center)
inhibitors of VEEV = inhibitors of VEEV TC-83 cytopathic effect, confirmation, Vero cells (AID 588727) | Vero cells, VEEV TC-83 cytopathic effect inhibition; higher % means a stronger effect | one-dose inhibition, % at 20 µM; IC50 in µM for titrated hits | hit rate 0.13% among 350,000; in the data active means a potency from the dose series; inconclusive means inhibition mostly from about 14% at the one dose, without a potency; inactive means the rest, 99 in 100 with inhibition below about 12%; further: strong numbers were not always called active
PhoP GFP inhibition = Inhibition of PhoP regulon, Salmonella typhi GFP reporter cells, confirmation, 4 h (AID 1850); Salmonella Typhi PhoP-promoter GFP reporter, fluorescence, 4 h; higher % means a stronger effect; inhibition, % at 50 µM, or IC50 in µM where a hit was titrated; hit rate 0.33% among 310,000; in the data active means a potency from the dose series; inconclusive means inhibition mostly from about 25% at the one dose, without a potency; inactive means the rest, 99 in 100 with inhibition below about 19%;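 further: 0% = induced wells with vehicle and 100% = uninduced wells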
M. tuberculosis HTS = M. tuberculosis growth inhibition, HTS (AID 449762). M. tuberculosis H37Rv growth inhibition, 7H9 media; higher % means a stronger effect. inhibition, % at 25 µM, or IC50 in µM where a hit was titrated. hit rate 0.59% among 330,000; in the data active means a potency from the dose series; inconclusive means inhibition above about 70% without an active follow-up result;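 further: bacterial growth assessed after seven days of incubation; strong numbers were not always called active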
H1N1 NS1A inhibition = NS1A inhibition, H1N1 influenza, cell based functional assay (AID 504329) | NS1A functional cell-based assay, percent inhibition; higher % means a stronger effect | one-dose inhibition, % at 12.5 µM; IC50 in µM for titrated hits | hit rate 0.3% among 340,000; in the data active means a potency from the dose series; inconclusive means inhibition above about 27% without an active follow-up result; further: strong numbers were not always called active
tuberculosis growth = growth inhibition of non-replicating M. tuberculosis (AID 488890) | Mycobacterium tuberculosis non-replicating, growth inhibition; higher % means a stronger effect | inhibition, % at 25 µM; hits with a dose series show IC50 in µM | hit rate 0.39% among 320,000; in the data active means a potency from the dose series; inconclusive means inhibition mostly from about 82% at the one dose, without a potency; inactive means the rest, 99 in 100 with inhibition below about 76%;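 further: plate controls were DMSO cells for no effect and high antibiotic wells for full effect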
inhibitors of VEEV 10K pilot screen = recorded beside inhibitors of VEEV, whose call it bears; inhibition, %; measured here: 10K pilot screen inhibition
The depositor's hits bear a star; i = inactive; u = inconclusive; x = no result given.

SMILES	inhibitors of VEEV	PhoP GFP inhibition	M. tuberculosis HTS	H1N1 NS1A inhibition	tuberculosis growth	others
CCCCNc1nc2ccccc2[nH]1	7.4%	0%	-6%	-8%	7%
COc1ccc(-n2c(=O)[nH]cc(C(=O)N3CCCc4ccccc43)c2=O)cc1	1.5%	-1%	5%	5%	17%
Cc1sc2nc(C)n(/N=C/N(C)C)c(=O)c2c1C	0.2%	8%	2%	-16%	-11%
Cc1c(C)n(Cc2ccccc2)c2ccc(C(=O)NCCN3CCOCC3)cc12	0.9%	1%	-7%	5%	6%
Cc1ccccc1C(=O)NNC(=O)c1ccoc1C	4.5%	-8%	-4%	5%	-7%
O=C(Oc1cccc([N+](=O)[O-])c1)N1CCCCC1	i	-7%	0%	12%	68%
COc1ccc(CNC(=O)C(C)OC(=O)CCN2C(=O)C3CC=CCC3C2=O)cc1 (stereo not drawn)	0.5%	6%	0%	-7%	5%
COc1ccccc1CN1CCNC(=O)C1CC(=O)NCC1CCOCC1 (stereo not drawn)	i	-9%	-20%	-8%	3%
N#CCc1ccc(OC(=O)c2cccnc2Cl)cc1	2.5%	2%	-5%	8%	46%
O=C(Nc1cccc2ccccc12)/C(=C/c1ccc([N+](=O)[O-])cc1)NC(=O)c1ccccc1	7.2%	-8%	-3%	6%	20%
CCOC(=O)C1(CCOC)CCN(Cc2nc(C(C)C)cs2)CC1	0.2%	2%	-2%	4%	-2%
CC(C)(C)OC(=O)NCC1CCC(C(=O)NC[C@H](CC(=O)O)c2ccc(Cl)cc2)CC1 (stereo partly drawn)	0.1%	-7%	-2%	2%	1%
CCOC(OCC)c1cn(Cc2ccc(C(=O)c3ccccc3)cc2)nn1	1.1%	-4%	1%	-2%	18%
O=C(CSc1nc(=O)n2ccccc2n1)NC1CCCCC1	3.8%	6%	-4%	0%	-10%
CCN(CC)S(=O)(=O)c1ccc2nc(NC(=O)c3ccco3)sc2c1	5.8%	-4%	-5%	10%	18%
CCCCNC(=O)Nc1ncn[nH]1	i	9%	1%	24%	-7%
COc1cc(/C=C(/C)[N+](=O)[O-])ccc1OCc1ccccc1Cl	i	0%	u	5%	u
Cc1ccc(SC(C)C(=O)NCC(C)C)cc1 (stereo not drawn)	0.2%	-8%	-2%	-10%	36%
CCN1N=C(c2ccccc2)CCC1=O	2.0%	9%	6%	-4%	17%
Cc1ccccc1C(=O)NNC(=S)NC(=O)COc1ccccc1	2.2%	132µM*	10%	1%	u
COc1ccc(CCCc2nnc(SCC(=O)N/N=C\c3ccc(O)c(OC)c3)o2)cc1C	5.3%	-5%	0%	4%	6%
O=C(NCCO)Nc1ccc2nsnc2c1	0.7%	-3%	1%	5%	-30%
CCOC(=O)c1sc2ccccc2c1OC(=O)c1ccccc1OC	i	-5%	17%	1%	75%
CSCCC1NC(=O)N(CC(=O)Nc2c(C(C)C)cccc2C(C)C)C1=O (stereo not drawn)	0.7%	-10%	1%	2%	-5%
CCOC(=O)CCP(=O)(O)C(O)c1ccc(OC)cc1 (stereo not drawn)	0.6%	-11%	-3%	-1%	6%	inhibitors of VEEV 10K pilot screen=1.0
CNC(=O)c1c(NC(=O)C2=COCCO2)sc2c1CCCC2	8.7%	0%	0%	-9%	-2%
CC(C)(C)NC(=O)C(=O)NN=C1CCCCCCCCCCC1	2.9%	-3%	-2%	-5%	7%
COC(=O)N(C)c1ccccc1C(=O)N1CCOCC1	1.5%	11%	-21%	2%	6%
COc1ccc(/C=C(\NC(=O)c2ccccc2)C(=O)N/N=C/c2sccc2C)cc1	5.5%	-6%	0%	-1%	-8%
O=C(O)c1nn(CCOc2c(Cl)cccc2Cl)c(=O)c2ccccc12	61%	10%	8%	8%	-3%
CNC(=O)COC(=O)c1ccccc1NC(=O)c1ccco1	2.3%	-1%	50%	2%	63%
Fc1ccc(C2CC(c3ccc(F)cc3)n3ncnc3N2)cc1 (stereo not drawn)	i	-23%	-4%	-10%	8%
CCCN1C(=O)/C(=c2\s/c(=C3\C=Cc4ccccc4N3CC)c(=O)n2-c2ccccc2)SC1=S	x	18%	1%	x	-1%
Cc1cc(-n2c(C)c3c(C)nnc(C)c3c2C)ccc1N	i	2%	-2%	x	80%
COCCn1c(-c2ccc(C)cc2)nc2oc3cc(OC)ccc3c(=O)c2c1=O	12%	7%	-5%	6%	13%
C/C(=N\O)c1sc(-c2ccccc2)nc1C	0.3%	x	x	-12%	x	inhibitors of VEEV 10K pilot screen=1.9
C#CCOCCOCCOCCNc1nc(N2CCN(C(=O)Cn3cc(CCO)nn3)CC2)nc(N2CCN(C(=O)Cn3cc(CCO)nn3)CC2)n1	0.5%	x	x	-5%	x
Cc1cccc(CSCc2nnc(N)s2)c1	2.1%	0%	0%	-2%	-4%
CCN(CC)S(=O)(=O)c1cc(C)c(C)cc1Br	2.1%	9%	1%	-2%	5%
COc1ccc(-n2ncc3c2CC(C)(C)CC3NC(=O)CN2CCOC2=O)cc1 (stereo not drawn)	4.0%	-5%	6%	-9%	-4%
O=C(CSc1ncn(-c2ccccc2)n1)Nc1nc2c(s1)CCCC2	i	-13%	7%	-13%	47%
COCCNC(=O)c1ccc2c(Cl)c3c(nc2c1)CCC3	0.1%	-2%	-1%	-1%	0%
COc1ccc(Cl)cc1N(CC(=O)N1CCN(Cc2ccccc2)CC1)S(C)(=O)=O	5.2%	0%	-3%	1%	17%
Cc1ccc(C(=O)CCC(=O)OCC(=O)Nc2c(C)nn(-c3ccccc3)c2C)cc1	3.5%	-2%	99%	-5%	15%

Among those listed so far, these have four or more nitrogen atoms:
SMILES	inhibitors of VEEV	PhoP GFP inhibition	M. tuberculosis HTS	H1N1 NS1A inhibition	tuberculosis growth	others
Cc1sc2nc(C)n(/N=C/N(C)C)c(=O)c2c1C	0.2%	8%	2%	-16%	-11%
O=C(CSc1nc(=O)n2ccccc2n1)NC1CCCCC1	3.8%	6%	-4%	0%	-10%
CCCCNC(=O)Nc1ncn[nH]1	i	9%	1%	24%	-7%
COc1ccc(CCCc2nnc(SCC(=O)N/N=C\c3ccc(O)c(OC)c3)o2)cc1C	5.3%	-5%	0%	4%	6%
O=C(NCCO)Nc1ccc2nsnc2c1	0.7%	-3%	1%	5%	-30%
Fc1ccc(C2CC(c3ccc(F)cc3)n3ncnc3N2)cc1 (stereo not drawn)	i	-23%	-4%	-10%	8%
Cc1cc(-n2c(C)c3c(C)nnc(C)c3c2C)ccc1N	i	2%	-2%	x	80%
C#CCOCCOCCOCCNc1nc(N2CCN(C(=O)Cn3cc(CCO)nn3)CC2)nc(N2CCN(C(=O)Cn3cc(CCO)nn3)CC2)n1	0.5%	x	x	-5%	x
COc1ccc(-n2ncc3c2CC(C)(C)CC3NC(=O)CN2CCOC2=O)cc1 (stereo not drawn)	4.0%	-5%	6%	-9%	-4%
O=C(CSc1ncn(-c2ccccc2)n1)Nc1nc2c(s1)CCCC2	i	-13%	7%	-13%	47%
